Source: PubChem (National Center for Advancing Translational Sciences (NCATS))
Tau fluor cs: counter-screen for tau fibril formation inhibitors; tau K18 P301L Alexa594 fluorescence, heparin fibrillization; AID 1463; hit rate 0.93% among 280,000; Potency, µM (highest dose often 57.7 µM), without a hit: top-dose activity change, negative = decrease; further: on the % scale 0 is the no-effect control and ±100 the full control effect; nearly all actives have a fitted effect of over 55% in size
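Human tau K18 P301L (15 uM unlabeled, 0.24 uM Alexa 594-labeled) in 100 mM sodium acetate pH 7 with 20 uM heparin, 6 hr at 37 C. ThT 30 uM added, 1 hr ambient; Alexa 594 FP and total fluorescence read at 555/632 nm.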
Tau fibril FP: blocks human tau fibril formation measured by polarization | P10636 | Potency, µM (highest dose often 57.7 µM), for inactives: top-dose activity, negative = inhibition, hits mostly inhibitors | K18 P301L tau heparin fibrillization, Alexa594 FP, 6 h | hit rate 0.39% among 280,000; further: on the % scale 0 is the no-effect control and ±100 the full control effect; nearly all actives have a fitted effect of over 55% in size
Target sequence (P10636 561-689 P618L limits assumed): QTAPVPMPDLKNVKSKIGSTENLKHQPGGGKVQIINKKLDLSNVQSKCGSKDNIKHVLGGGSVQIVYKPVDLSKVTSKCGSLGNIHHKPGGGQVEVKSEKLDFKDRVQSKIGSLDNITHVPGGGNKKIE
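Recombinant K18 P301L […], labeled with Alexa 594 at 0.24 uM over 15 uM unlabeled; heparin inducer 20 uM final; 37 C, 6 hr; FP endpoint.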
aGal spleen mod: inhibits or activates alpha-galactosidase in human spleen homogenate; P06280; human spleen homogenate, 4MU-alpha-Gal fluorescence, 40 min; Potency, µM (titrated, usually from 80 µM), inactives show at the highest dose activity change, negative = inhibition, most hits filed as inhibitors; hit rate 0.008% among 240,000; AID 2107;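 further: 0% = enzyme with vehicle and -100% = no enzyme basal signal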
Target sequence (P06280 32-429 limits assumed): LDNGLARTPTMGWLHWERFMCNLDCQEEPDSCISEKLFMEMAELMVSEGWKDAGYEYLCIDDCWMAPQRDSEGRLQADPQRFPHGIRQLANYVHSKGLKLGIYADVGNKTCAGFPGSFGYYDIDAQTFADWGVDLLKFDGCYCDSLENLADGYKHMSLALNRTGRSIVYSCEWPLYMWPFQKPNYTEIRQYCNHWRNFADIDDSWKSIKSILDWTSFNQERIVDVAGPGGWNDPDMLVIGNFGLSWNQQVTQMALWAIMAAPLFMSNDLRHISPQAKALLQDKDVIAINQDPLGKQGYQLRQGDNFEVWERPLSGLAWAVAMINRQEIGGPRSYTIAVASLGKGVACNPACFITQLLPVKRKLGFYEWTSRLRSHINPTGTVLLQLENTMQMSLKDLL
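Fluorogenic readout (Ex 365/Em 440 nm) of 4-methylumbelliferone released from 1 mM 4-MU-alpha-galactoside by spleen homogenate, 40 min at 37C, pH 5.0. Data normalized to no-enzyme and enzyme controls; Hill-equation AC50 from compound titrations.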
Tau fibril ThT: blocks human tau fibril formation measured by thioflavin T | Potency, µM (top dose mostly 57.4 µM), for inactives: at the highest dose activity, negative = inhibition, hits mostly inhibitors | recombinant tau K18 P301L (four-repeat tau fragment), heparin-induced fibrillization, ThT fluorescence | hit rate 2.1% among 270,000; further: on the % scale 0 is the no-effect control and ±100 the full control effect; nearly all actives have a fitted effect of over 55% in size
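K18 P301L tau (15 uM + 0.24 uM Alexa 594-tagged), heparin 20 uM, NaOAc pH 7, 6 h 37 C; ThT 30 uM, 1 h RT, ex 450/em 510 nm.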
GAA glycogen: inhibitors or activators of human alpha-glucosidase glycogen cleavage; Potency, µM (titrated, usually from 76.4 µM), inactives show top-dose activity change, negative = inhibition, most hits filed as inhibitors; recombinant GAA, glycogen substrate, Amplex Red glucose oxidase fluorescence; AID 2100; hit rate 0.38% among 300,000; P10253;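 further: 0% = full enzyme reaction and -100% = no-enzyme basal signal; the screen sought inhibitors and activators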
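qHTS, 1536-well; enzyme 4 nM final; cpd up to 77 uM; substrate bovine liver glycogen 30 ug; 50 mM citrate/phosphate pH 5.0, 0.01% Tween-20; 37 C, 40 min; Amplex Red detection 45 min RT; Hill fit → AC50.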
GAA inhib: blocks human lysosomal alpha-glucosidase | P10253 | purified human GAA, 4-MU-alpha-glucoside fluorescence | Potency, µM (top dose mostly 76.9 µM), without a hit: at the top dose activity change, negative = inhibition, most hits filed as inhibitors | hit rate 0.005% among 200,000 | AID 1466;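 further: plate controls were uninhibited enzyme wells for no effect and no-enzyme background for full effect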
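Endpoint fluorogenic read: 20 min room-temperature reaction of 4 nM human alpha-glucosidase with 400 uM 4-methylumbelliferyl-alpha-D-pyranoside, pH 5.0, quenched with 1M NaOH/1M glycine pH 10. AC50 from Hill modeling.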
GAA spleen mod: lysosomal alpha-glucosidase (human) modulation; human spleen homogenate, 4-MU-alpha-glucoside fluorescence; P10253; Potency, µM (top dose mostly 79.9 µM), for the others: at the top dose activity change, negative = inhibition, hits mostly inhibitors; hit rate 0.006% among 240,000;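 further: 0% = enzyme with vehicle and -100% = no enzyme basal signal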
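AC50 values come from Hill-equation fits of concentration-response data, normalized to no-enzyme and full-activity controls. Enzyme source: 1 ug human spleen homogenate; 1 mM fluorogenic 4-MU glucoside, pH 5.0 citrate buffer, 37 C, 40 min.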
HTT ATP protect: cytoprotection in Huntington HTT-Q103 PC12 cell model. AID 1471. PC12 HTT-Q103 induced, cytoprotection, ATP luminescence, 40 h. hit rate 0.14% among 230,000. Potency, µM (titrated, usually from 56.4 µM), inactives show cytoprotection (ATP increase), actives largely listed as activators;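 further: % of control where 0% means no effect; nearly all actives have a fitted effect of over 45% in size; toxic huntingtin expression switched on by the ecdysone agonist tebufenozide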
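Compounds were screened for protection of PC12 cells against cell death after tebufenozide induction (100 nM final) of mutant Huntingtin exon 1 (Q103) fused to GFP.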
* marks the source's active call; other numbers are inactive results; [ ] = remark or other dose. The call rests on the fitted dose curve; in most records, active means well fitted curve in the direction sought with a large enough effect; inconclusive means small, poorly fitted or top-dose-only effect, or another doubt; inactive means no such curve, though single readings can be large; an effect the other way counts as inactive or inconclusive. Potency means the concentration at half of the fitted maximal effect.

O=C(OCc1cccc([N+](=O)[O-])c1)c1ccc2ccccc2n1 was read as Tau fluor cs -17%, Tau fibril FP 5%, aGal spleen mod -2%, Tau fibril ThT inconclusive, GAA glycogen 2%, GAA inhib inconclusive, GAA spleen mod 4% and HTT ATP protect -24%.
For Cn1c(N)c(C(=O)c2cc(-c3ccccn3)nc3ccccc23)c(=O)[nH]c1=O the results were Tau fluor cs 5%, Tau fibril FP 4%, aGal spleen mod 0%, Tau fibril ThT 2%, GAA glycogen 14%, GAA inhib -3%, GAA spleen mod 1% and HTT ATP protect -25%.
Screening Cc1ccc(OCc2n[nH]c(=S)n2-c2ccccc2)cc1C returned Tau fluor cs -12%, Tau fibril FP 0%, aGal spleen mod 3%, Tau fibril ThT -15%, GAA glycogen inconclusive, GAA inhib inconclusive, GAA spleen mod 4% and HTT ATP protect 11%[10 µM].
For Cn1c(SCc2ccc(C(=O)Nc3nccs3)cc2)nnc1-c1ccccc1 the results were Tau fluor cs -9%, Tau fibril FP -7%, aGal spleen mod 12%, Tau fibril ThT inconclusive, GAA inhib -7%, GAA spleen mod -4% and HTT ATP protect -6%.
Nc1nc(N)nc(COc2ccccc2)n1 was read as Tau fluor cs -4%, Tau fibril FP 4%, aGal spleen mod 0%, Tau fibril ThT 3%, GAA glycogen -4%, GAA inhib 3% and GAA spleen mod 5%.
`CCNC(=S)N1CCC(n2cnc3ccccc32)CC1` gave Tau fluor cs 2%, Tau fibril FP 3%, aGal spleen mod 6%, Tau fibril ThT 1%, GAA glycogen -1%, GAA inhib 15%, GAA spleen mod -2% and HTT ATP protect 0%[10 µM].
For CC(C)CCNC(=O)CSc1c2c(nc3ccc(Cl)cc13)CCCC2 the results were Tau fluor cs -8%, Tau fibril FP 0%, Tau fibril ThT -16% and GAA glycogen 12%[76.3 µM].
Screening CC(=O)c1cc(C#N)c(SCc2ccc([N+](=O)[O-])cc2)nc1C returned Tau fluor cs -15%, Tau fibril FP -8%, aGal spleen mod -8%, Tau fibril ThT inconclusive, GAA glycogen 11%, GAA inhib 4%, GAA spleen mod -1% and HTT ATP protect -9%[10 µM].
Screening O=C(Nc1ccccc1Cl)Oc1ccc2ccccc2c1 returned Tau fluor cs -6%, Tau fibril FP 4%, aGal spleen mod 18%, Tau fibril ThT -1%, GAA glycogen -7%, GAA spleen mod 5% and HTT ATP protect 20%[10 µM].
For O=S(=O)(c1cccc2ccccc12)n1nnc2ccccc21 the results were Tau fluor cs 3%, Tau fibril FP 0%, aGal spleen mod -3%, Tau fibril ThT -1%, GAA glycogen 2%, GAA inhib 0%, GAA spleen mod -7% and HTT ATP protect 10%.
For Cn1ccnc1SCC(=O)Nc1ccc(F)c([N+](=O)[O-])c1 the results were Tau fluor cs -7%, Tau fibril FP -4%, aGal spleen mod 7%, Tau fibril ThT -8%, GAA glycogen -1%, GAA inhib -2%, GAA spleen mod 6% and HTT ATP protect -16%.
Screening O=C(O)/C=C/C(O)c1ccc(Cl)cc1 (configuration not stated) returned Tau fluor cs -10%, Tau fibril FP -4%, aGal spleen mod 12%, Tau fibril ThT -11%, GAA spleen mod 4% and HTT ATP protect 3.2µM*.
`O=C(O)CCN1C(=O)C2C3CC(C2C1=O)C1C(c2ccccc2)c2sc(=O)n(-c4ccccc4)c2SC31` (configuration not stated) gave Tau fluor cs -2%, Tau fibril FP 1%, aGal spleen mod -16%, Tau fibril ThT -11%, GAA glycogen 4%, GAA inhib -10%, GAA spleen mod -8% and HTT ATP protect -27%.
For CN1CCN(c2cc(=O)n(C3CCCCC3)c(=O)[nH]2)CC1 the results were Tau fluor cs 3%, Tau fibril FP -12%, aGal spleen mod 2%, Tau fibril ThT -1%, GAA glycogen 4%, GAA inhib -6%, GAA spleen mod 2% and HTT ATP protect -2%.
CCN(CC(=O)Nc1ccccc1Br)Cc1nc2ccccc2c(=O)[nH]1 was read as Tau fluor cs -7%, Tau fibril FP -2%, aGal spleen mod 0%, Tau fibril ThT -2%, GAA glycogen 2%, GAA inhib -5%, GAA spleen mod -7% and HTT ATP protect 7%.
For CCOc1nc(Nc2ccc(OC)c(Cl)c2)nc(OCC)n1 the results were Tau fluor cs inconclusive, Tau fibril FP 2%, aGal spleen mod 1%, Tau fibril ThT -21%, GAA glycogen -6%, GAA inhib -19%, GAA spleen mod -3% and HTT ATP protect -5%.
For CC(C)(C)c1ccc(N2C(=O)CSC2c2cccnc2)cc1 (configuration not stated) the results were Tau fluor cs -11%, Tau fibril FP -6%, aGal spleen mod -3%, Tau fibril ThT -7%, GAA glycogen 10%, GAA inhib 3%, GAA spleen mod -4% and HTT ATP protect 6%[10 µM].
`O=C(NNC(=O)c1n[nH]c(=O)c2ccccc12)c1ccc(Br)cc1` gave Tau fluor cs -4%, Tau fibril FP -3%, aGal spleen mod -14%, Tau fibril ThT 0%, GAA glycogen -1%, GAA spleen mod 1% and HTT ATP protect 20%[10 µM].
`CCOCCCNCc1cc(Cl)cc(Cl)c1OCC` gave Tau fluor cs 5%, Tau fibril FP -3%, aGal spleen mod -7%, Tau fibril ThT 1%, GAA glycogen 13%, GAA inhib -4%, GAA spleen mod -1% and HTT ATP protect -37%[inhibitor].
Cc1cc2oc(C(=O)N(Cc3ccco3)C3CCS(=O)(=O)C3)cc(=O)c2cc1Cl (configuration not stated) was read as Tau fluor cs -15%, Tau fibril FP -2%, aGal spleen mod 4%, Tau fibril ThT -10%, GAA glycogen 0%, GAA inhib -12%, GAA spleen mod -1% and HTT ATP protect 8%[10 µM].

Arranged by number of heavy atoms (lowest first): some entries from above.
Screening O=C(Nc1ccccc1Cl)Oc1ccc2ccccc2c1 returned Tau fluor cs -6%, Tau fibril FP 4%, aGal spleen mod 18%, Tau fibril ThT -1%, GAA glycogen -7%, GAA spleen mod 5% and HTT ATP protect 20%[10 µM].
Screening Cc1ccc(OCc2n[nH]c(=S)n2-c2ccccc2)cc1C returned Tau fluor cs -12%, Tau fibril FP 0%, aGal spleen mod 3%, Tau fibril ThT -15%, GAA glycogen inconclusive, GAA inhib inconclusive, GAA spleen mod 4% and HTT ATP protect 11%[10 µM].
`O=C(NNC(=O)c1n[nH]c(=O)c2ccccc12)c1ccc(Br)cc1` gave Tau fluor cs -4%, Tau fibril FP -3%, aGal spleen mod -14%, Tau fibril ThT 0%, GAA glycogen -1%, GAA spleen mod 1% and HTT ATP protect 20%[10 µM].

New compounds follow
`CC(NC(=O)CN(C)S(=O)(=O)c1ccc2c(c1)c(=O)n(C)c(=O)n2C)c1ccccc1` (configuration not stated) gave Tau fluor cs 7%, Tau fibril FP 3%, Tau fibril ThT 8% and GAA glycogen 15%[76.3 µM].
CC1CCCN(CCCOc2ccc([N+](=O)[O-])cc2)C1 (configuration not stated) was read as Tau fluor cs -5%, Tau fibril FP 2%, aGal spleen mod 1%, Tau fibril ThT -3%, GAA glycogen 3%, GAA inhib 3%, GAA spleen mod 6% and HTT ATP protect 14%[10 µM].
Screening Cc1ccsc1/C=N/NC(=O)Cn1nc(C)c([N+](=O)[O-])c1C returned Tau fluor cs -5%, Tau fibril FP 2%, aGal spleen mod -3%, Tau fibril ThT -4%, GAA glycogen 9%, GAA inhib -4%[15.4 µM], GAA spleen mod 3% and HTT ATP protect 38%[10 µM].
For Cc1ccc(/C=N/n2cc(-c3ccccc3)[nH]c2=S)s1 the results were Tau fluor cs inconclusive, Tau fibril FP -12%, aGal spleen mod -1%, Tau fibril ThT inconclusive, GAA glycogen -29%, GAA inhib -2%, GAA spleen mod -14% and HTT ATP protect 0%.
C/C(=N/NC(=O)c1cc2ccccc2cc1O)C1C(=O)c2ccccc2C1=O was read as Tau fluor cs 14µM*[quencher], Tau fibril FP -1%, aGal spleen mod -1%, Tau fibril ThT 2.5µM*, GAA glycogen 0%, GAA inhib -9%, GAA spleen mod -11% and HTT ATP protect 17%[10 µM].
Screening CCCCNC(=O)c1onc(CSc2cc(C)ccc2C)c1C(=O)O returned Tau fluor cs -7%, Tau fibril FP -5%, aGal spleen mod 2%, Tau fibril ThT -6%, GAA glycogen 0%, GAA inhib -2%, GAA spleen mod 4% and HTT ATP protect -21%.
CN(C)S(=O)(=O)c1c(Cl)cccc1Cl was read as Tau fluor cs -11%, Tau fibril FP -7%, aGal spleen mod 2%, Tau fibril ThT -11%, GAA glycogen -10%, GAA inhib -5%, GAA spleen mod 7% and HTT ATP protect -19%[10 µM].
CCOc1ccc(/C(O)=C2/C(=O)C(=O)N(c3ncccn3)C2c2ccc(Cl)cc2)cc1 (configuration not stated) was read as Tau fluor cs 14%, Tau fibril FP -5%, aGal spleen mod 0%, GAA glycogen -10%, GAA spleen mod -4% and HTT ATP protect 3%[10 µM].
`O=C(Nc1cccc(C(=O)N2CCOCC2)c1)c1cccnc1` gave Tau fluor cs 2%, Tau fibril FP 7%, aGal spleen mod 8%, Tau fibril ThT -5%, GAA glycogen -3%, GAA inhib -12%, GAA spleen mod 0% and HTT ATP protect -11%[10 µM].
Screening CC1(NC(=S)Nc2ccccc2)CCS(=O)(=O)C1 (configuration not stated) returned Tau fluor cs 4%, Tau fibril FP 8%, aGal spleen mod 6%, Tau fibril ThT 2%, GAA glycogen -5%, GAA inhib -11%[15.4 µM], GAA spleen mod 11% and HTT ATP protect 4%[10 µM].
`Cc1cccc(CSC2=CS(=O)(=O)c3ccccc3N2)c1` gave Tau fluor cs -10%, Tau fibril FP 3%, aGal spleen mod 8%, Tau fibril ThT -9%, GAA glycogen 8%, GAA inhib 8%, GAA spleen mod 5% and HTT ATP protect -6%.
`Cc1ccc(S(=O)(=O)/C(C#N)=C/c2c(N3CC(C)OC(C)C3)nc3c(C)cccn3c2=O)cc1` (configuration not stated) gave Tau fluor cs -26%, Tau fibril FP -10%, aGal spleen mod -22%, Tau fibril ThT inconclusive, GAA glycogen -6%, GAA inhib -14%, GAA spleen mod 3% and HTT ATP protect 1%.

Not a hit list; any-hit rate near 3.3%.
